# LAP4 TOR yeast = yeast TOR pathway LAP4-GFP modulation. S. cerevisiae LAP4-GFP multiplex, flow cytometry GFP, 3 h; median GFP as percent of DMSO wells. GFP response vs DMSO, % at 10 µM. actives 0.34% (n = 320,000). AID 2023;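 active = GFP response vs DMSO above a set limit, about the screen mean plus 3 SD, cut at about 150% in these data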
# proCasp7 act = counter-screen for procaspase-3 activators: activators of human procaspase-7. actives 0.093% (n = 330,000). activation, % at 8.5 µM. AID 463210. recombinant procaspase-7, Ac-DEVD-pNA absorbance 405 nm; D23A/D198A/D206A triple mutant, cannot self-cleave; scale: DMSO 0, 5 µM enzyme 100. P55210;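 active = percent activation above the screen-wide mean plus 3 SD, cut at about 25% in these data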
#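 Test system: Procaspase-7 triple mutant (PC-7 D3A). Also added: Ac-DEVD-pNA substrate, 400 µM as added. Schedule: 1 h enzyme–compound preincubation and 2 h substrate reaction, both 25 °C. Signal: p-Nitroaniline absorbance at 405 nm, read at 0 and 120 min. Control set: low DMSO alone, high DMSO plus 5 µM PC-7.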
# AHR activator = activates the human aryl hydrocarbon receptor | P35869 | AHR-responsive luciferase reporter cells, luminescence | activation, % at 5 µM | actives 2.5% (n = 320,000) | AID 2796; in the data active = activation above about 47%;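 also: 0% = vehicle wells and 100% = reference agonist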
# RPL19A TOR yeast = yeast TOR pathway RPL19A-GFP modulation | S. cerevisiae RPL19A-GFP strain, flow cytometry, 3 h; active compounds read low | percent response vs DMSO, % at 10 µM | actives 0.3% (n = 330,000) | AID 2025;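 active = percent response vs DMSO below 50%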;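 also: median channel GFP fluorescence of the barcoded RPL19A-GFP strain; ratio of sample median GFP to plate DMSO average so 100% = DMSO; lower means less RPL19A-GFP as with rapamycin TOR inhibition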
# proCasp3 act = activators of human procaspase-3. P42574. recombinant procaspase-3 D3A, Ac-DEVD-pNA absorbance 405 nm. activation, % at 8.5 µM. actives 0.11% (n = 330,000). AID 463141;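 active = activation above the mean of all tested compounds plus 3 SD, cut at about 21% in these data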;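 also: 0% = DMSO alone and 100% = DMSO wells spiked with extra 5 µM PC-3 D3A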
#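 Assay system: Procaspase-3 D3A mutant, all three cleavage aspartates alanine. Buffer or medium: Zinc-free HEPES saline buffer with Triton X-100. Times: 1 h compound preincubation, 2 h substrate hydrolysis at 25 °C. Measured by: 405 nm absorbance of p-nitroaniline, reads at 0 and 120 min. Read-out basis: percent activation relative to control range. Replicates: singlicate.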
# MEP2-GFP yeast = alters MEP2-GFP fluorescence in TOR pathway yeast screen; GFP response vs DMSO, % at 10 µM; actives 0.51% (n = 330,000); AID 2016; S. cerevisiae MEP2-GFP strain, flow cytometry GFP, 3 h; 100% = DMSO control level;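 active = GFP response versus DMSO above a set limit, roughly screen mean plus 3 SD, cut at about 180% in these data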;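 also: median GFP fluorescence of the barcode-gated MEP2-GFP cells per well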
# EBNA-1 inh = blocks EBNA-1 binding to DNA; AID 1950; EBNA-1 DNA binding, fluorescence polarization; inhibition, % at 14.8 µM; actives 0.34% (n = 300,000); in the data active = inhibition above about 28%
# ZTA DNA inh = ZTA (EBV) inhibition in EBNA-1 counter-screen; inhibition, % at 11 µM; actives 0.15% (n = 320,000); AID 2234; P03206; ZTA-DNA binding, fluorescence polarization; in the data active = inhibition above about 33%
# * = called active by the depositor; . = not tested or not shown.
1) Cc1ccc(C(=O)Nc2onc(C)c2C#N)cc1
2) Cc1ccc(S(=O)(=O)NCCC2(C(C)C)CCOC(C)(C)C2)cc1 (stereo unspecified)
3) CC(C)(C)NC(=O)NC(=O)COC(=O)c1c(F)cccc1Cl
4) COc1ccc(N(CCC(=O)Nc2ccccc2F)S(=O)(=O)c2ccc(C)cc2C)cc1
5) CCS(=O)(=O)N1Cc2ccccc2CC1C(=O)Nc1ccc(OC)cc1OC (stereo unspecified)
6) COCCCn1c(SCC(=O)Nc2cccc(C(=O)OC)c2)nnc1-c1ccncc1
7) O=C(COC(=O)C1C2CC3OC(=O)C1C3C2)Nc1ccc(Cl)cc1 (stereo unspecified)
8) Cc1cc(C)n2ncnc2n1
9) CCOC(=O)C1=C(C)N=c2s/c(=C\c3ccc(OC(C)=O)c(OCC)c3)c(=O)n2C1/C=C/c1ccccc1 (stereo unspecified)
10) Cc1nonc1C(=O)N/N=C/c1ccc(O)cc1O
entry no.	1	2	3	4	5	6	7	8	9	10
ZTA DNA inh	-4	12	0	1	13	2	6	-3	20	11
EBNA-1 inh	1	0	0	3	3	3	9	-11	-9	6
proCasp3 act	-5	0	-3	6	6	-5	1	7	-2	-11
AHR activator	9	-1	-2	0	4	-1	3	1	0	14
LAP4 TOR yeast	98	105	98	99	102	113	94	99	93	93
RPL19A TOR yeast	100	100	94	97	108	99	103	109	95	99
proCasp7 act	-2	-2	7	-3	10	4	3	9	5	-3
MEP2-GFP yeast	102	105	90	99	98	105	102	111	99	93

# Four entries already listed, arranged by the number in MEP2-GFP yeast, lowest first:
cpd | canonical_smiles | MEP2-GFP yeast
10 | Cc1nonc1C(=O)N/N=C/c1ccc(O)cc1O | 93
5 | CCS(=O)(=O)N1Cc2ccccc2CC1C(=O)Nc1ccc(OC)cc1OC (stereo unspecified) | 98
6 | COCCCn1c(SCC(=O)Nc2cccc(C(=O)OC)c2)nnc1-c1ccncc1 | 105
8 | Cc1cc(C)n2ncnc2n1 | 111

# Next part:
11) O=C(CN1C(=O)NC2(CCCc3ccccc32)C1=O)NCc1ccco1 (stereo unspecified)
12) CC(=O)N(C)c1cccc([N+](=O)[O-])c1
13) c1ccc(C2Nc3ccccc3C3OCCCC23)cc1 (stereo unspecified)
14) NS(=O)(=O)c1ccc(NC(=O)COc2ncnc3sccc23)cc1
15) Cc1ccc(C(=O)NNc2cc(N3CCCC3)nc(N3CCCC3)n2)cc1
16) CC(=O)c1ccccc1OCc1ccc(C(=O)c2ccccc2)cc1
17) Cc1cc(C)c2oc(C(=O)N3CCN(Cc4ccccc4)CC3)cc(=O)c2c1
18) O=C(CNC(=O)c1cccs1)N/N=C/c1ccccc1[N+](=O)[O-]
19) Cc1nc2ccccc2c(C)c1C(=O)c1ccccc1
20) COc1cccc(CNc2ncc(-c3ccccc3)n2C)c1
entry no.	11	12	13	14	15	16	17	18	19	20
ZTA DNA inh	-1	1	0	11	-12	20	-16	1	-13	10
EBNA-1 inh	-9	-5	2	1	-9	1	2	4	-4	2
proCasp3 act	1	2	-1	1	-1	5	-6	1	4	-5
AHR activator	0	-1	0	0	8	1	2	3	2	9
LAP4 TOR yeast	100	92	91	103	96	97	94	94	113	93
RPL19A TOR yeast	99	102	92	99	99	101	100	101	103	102
proCasp7 act	-1	-14	10	5	-13	-3	5	5	6	-5
MEP2-GFP yeast	99	110	90	101	99	103	101	100	111	103

21) O=C(c1cc(-c2ccco2)nc2ccccc12)N1CCCC(C(F)(F)F)C1 (stereo unspecified)
22) CCOC(=O)C1(Cc2cccc(F)c2)CCN(C(=O)C2CCCO2)CC1 (stereo unspecified)
23) Clc1ccc(-c2csc(-c3cccnc3)n2)s1
24) CCOC(=O)C(NC(=O)NCc1ccccc1)(OCC)C(F)(F)F (stereo unspecified)
25) Cc1cc2sc(C(=O)O)c(C)c2s1
26) CCOc1ccc(S(=O)(=O)Nc2cc(F)ccc2F)c2cccnc12
27) COc1cc(NC(=O)CN2C(=O)C(c3ccccc3)=NC2(C)C)cc(OC)c1
28) COc1ccc(-c2nsc(SCC(=O)NCc3ccc4c(c3)OCO4)n2)cc1
29) O=C(COc1ccc(Cl)cc1)c1ccc(O)cc1O
30) CN(C)S(=O)(=O)c1cccc(NC(=O)COC(=O)CCC(=O)c2cccs2)c1
entry no.	21	22	23	24	25	26	27	28	29	30
ZTA DNA inh	-3	15	5	2	-11	20	-5	-5	1	0
EBNA-1 inh	.	15	-11	-13	-2	-3	3	-4	-20	-7
proCasp3 act	-7	7	-8	-2	11	-15	-5	-6	0	0
AHR activator	3	2	34	0	-2	-2	5	33	-1	0
LAP4 TOR yeast	102	107	110	108	130	94	91	95	104	99
RPL19A TOR yeast	103	94	98	101	100	100	102	98	101	101
proCasp7 act	-19	-8	4	-10	7	14	7	-1	14	1
MEP2-GFP yeast	103	94	91	100	103	100	94	87	102	99

31) COc1ccccc1N1CCN(CCCCCCOc2ccc(F)cc2)CC1
32) Cc1c(NC(=S)NC(=O)c2cc3ccccc3o2)cccc1C(=O)O
33) C#Cc1cccc(NC(=O)c2ccc3c(c2)C(=O)N(Cc2cccnc2)C3=O)c1
34) CC(C)C1S/C(=N/N=C/c2cccs2)NC1=O (stereo unspecified)
35) Cn1c(SCc2nc(-c3ccc(Br)cc3)no2)nnc1-c1ccco1
36) CC(C)c1nc(SCC(=O)N2CCCCCC2)c2c(=O)n(C)c(=O)n(C)c2n1
37) COc1cccc(C2(C)NC(=O)N(CC(=O)Nc3ccc(N4CCOCC4)cc3)C2=O)c1 (stereo unspecified)
38) Cc1ccc2nc3c(cc(S(=O)(=O)c4ccccc4)c(=N)n3Cc3ccco3)c(=O)n2c1
39) CCCn1c(COc2ccc(C(=O)O)cc2)nc2ccccc21
40) CCCOc1ccccc1/C=C(\C#N)C(=O)Nc1cccnc1
entry no.	31	32	33	34	35	36	37	38	39	40
ZTA DNA inh	-13	-6	-4	11	7	7	.	7	-8	10
EBNA-1 inh	-6	0	-3	10	7	-2	.	4	-1	10
proCasp3 act	10	6	3	-6	4	7	0	-8	-1	-3
AHR activator	-1	8	57*	7	-1	0	1	-3	-2	5
LAP4 TOR yeast	100	132	106	100	125	106	98	97	105	134
RPL19A TOR yeast	110	96	93	93	99	98	96	101	107	96
proCasp7 act	4	7	3	-7	1	2	2	-2	-1	8
MEP2-GFP yeast	109	108	97	95	95	101	103	98	113	86

41) C=CC(C)(O)CCC=C(C)C (stereo unspecified)
42) O=S(=O)(c1ccc(Cl)s1)N1CCc2ccccc2C1
43) CN(CC(=O)NNC(=O)CNC(=O)c1ccccc1F)S(=O)(=O)c1ccc(Cl)cc1
44) COc1ccc(S(=O)(=O)Nc2ccccn2)cc1OC
45) O=C(NCC1CCCCC1)C12CN(Cc3ccccc3)CC1C(c1cccc([N+](=O)[O-])c1)=NO2 (stereo unspecified)
46) CC(=O)Nc1ccc(C(=O)Nc2cc(C)on2)cc1
47) COc1ccc(N2CCN(C(=O)CCCn3nnnc3CN3CCOCC3)C(C)C2)cc1 (stereo unspecified)
48) Cc1ccc(S(=O)(=O)c2ccc(Oc3ccccc3)cc2)cc1
49) CC(=O)Nc1cccc(C(=O)OC(C)C(=O)N2CCc3ccccc32)c1 (stereo unspecified)
50) CN(CC(=O)Nc1cccc(Cl)c1)S(=O)(=O)c1ccc2c(c1)n(C)c(=O)c(=O)n2C
entry no.	41	42	43	44	45	46	47	48	49	50
ZTA DNA inh	-13	-5	5	6	-15	-1	-12	5	-5	-5
EBNA-1 inh	-9	11	.	6	-6	8	-5	6	-9	-18
proCasp3 act	-1	8	-1	-4	-4	3	1	-2	16	-1
AHR activator	1	1	-2	-1	26	-1	-1	-7	4	3
LAP4 TOR yeast	101	106	100	83	125	94	101	108	89	90
RPL19A TOR yeast	100	100	96	89	94	105	97	98	82	95
proCasp7 act	3	-1	12	6	12	3	8	-7	4	-12
MEP2-GFP yeast	100	100	102	95	87	104	102	101	86	128

51) CC(=O)Nc1ccc(OCCOc2ccc(NC(C)=O)cc2)cc1
52) COc1ncnc2c1N[C@@](C)(O)c1c(F)c(F)c(F)c(F)c1S2
53) CSc1ccc(CN(C)CC(=O)NCc2ccc(F)cc2)cc1
54) COc1ccc(OC)c(NC(=O)c2cnc(Nc3ccccc3OC)c3ccccc23)c1
55) COC(=O)c1sccc1OC(C)C(C)=O (stereo unspecified)
56) COc1cc2c(cc1OC)C(SC)=NC(C)(C)C2
57) CCCN(CCC)S(=O)(=O)c1ccc(C(=O)N2CC3CCC(CC3)C2)cc1
58) CCOc1ccc(C(=O)Nc2nc(C)c(C(=O)OC)s2)cc1
59) COc1ccc(S(=O)(=O)/N=C2\C=C(Nc3ccc(O)cc3)C(=O)c3ccccc32)cc1
60) Cc1nc(NC(=O)c2ccc(Br)o2)sc1C
entry no.	51	52	53	54	55	56	57	58	59	60
ZTA DNA inh	8	17	-10	-1	-1	-1	-8	-16	35*	-7
EBNA-1 inh	7	-8	-4	-3	-6	-4	-7	4	-7	1
proCasp3 act	7	5	-1	9	-11	0	-4	0	-5	3
AHR activator	0	5	1	40	1	-1	1	-7	-9	10
LAP4 TOR yeast	93	91	115	101	91	87	109	97	101	106
RPL19A TOR yeast	98	88	99	98	96	103	100	92	104	108
proCasp7 act	15	2	4	5	6	0	9	-10	-3	0
MEP2-GFP yeast	105	96	95	97	103	97	106	101	105	108

61) COc1ccc(NC(=O)Nc2cccc3c2O[C@H](CN(C)S(=O)(=O)c2cn(C)cn2)[C@@H](C)CN([C@H](C)CO)C3=O)cc1
62) O=C1CCC/C=C/C[C@H](CC(=O)N(CCO)Cc2ccccc2)C(=O)N[C@@H](Cc2ccccc2)CO1
63) CC12CN(Cc3ccccc3)CC(C)(CN(Cc3ccccc3)C1)C2=NO
64) COCCNC(=O)C(C)OC(=O)c1cc2occc2n1C (stereo unspecified)
65) Cc1nn(C)c(Cl)c1CN1CCN(CC(C)C)C(CCO)C1 (stereo unspecified)
entry no.	61	62	63	64	65
ZTA DNA inh	.	.	-2	8	7
EBNA-1 inh	.	.	-12	0	-1
proCasp3 act	-1	9	-6	-1	-8
AHR activator	0	-1	1	8	0
LAP4 TOR yeast	110	107	98	92	97
RPL19A TOR yeast	103	93	100	96	100
proCasp7 act	8	-8	-1	-10	1
MEP2-GFP yeast	107	95	102	93	102

# An excerpt of these results, with two lines to a compound.
# Order of results – ZTA DNA inh | EBNA-1 inh | proCasp3 act | AHR activator | LAP4 TOR yeast | RPL19A TOR yeast | proCasp7 act | MEP2-GFP yeast
(62) O=C1CCC/C=C/C[C@H](CC(=O)N(CCO)Cc2ccccc2)C(=O)N[C@@H](Cc2ccccc2)CO1
    . | . | 9 | -1 | 107 | 93 | -8 | 95
(63) CC12CN(Cc3ccccc3)CC(C)(CN(Cc3ccccc3)C1)C2=NO
    -2 | -12 | -6 | 1 | 98 | 100 | -1 | 102
(64) COCCNC(=O)C(C)OC(=O)c1cc2occc2n1C (stereo unspecified)
    8 | 0 | -1 | 8 | 92 | 96 | -10 | 93
(65) Cc1nn(C)c(Cl)c1CN1CCN(CC(C)C)C(CCO)C1 (stereo unspecified)
    7 | -1 | -8 | 0 | 97 | 100 | 1 | 102

# High-throughput results from PubChem.
